Growth percent in the NCI-60 one-dose screen (48 h, 10 µM unless noted): 100 = growth as untreated, 0 = no growth, -100 = all killed.
MDA-MB-231 – MDA-MB-231 breast cancer. 81,000 tested, 5% active. AID 1794789
MDA-MB-435 – MDA-MB-435 melanoma; 82,000 tested, 7.8% active
MDA-MB-468 – MDA-MB-468 breast cancer; AID 2202374; 78,000 tested, 8.5% active
SR – SR leukemia cells | 73,000 tested, 8.7% active
MOLT-4 – MOLT-4 leukemia cells; 80,000 tested, 6.9% active; AID 1794779
CCRF-CEM – CCRF-CEM leukemia; 77,000 tested, 7% active
RPMI-8226 – RPMI-8226 leukemia cells. 77,000 tested, 7.5% active. AID 1794781
K-562 – K-562 leukemia; 78,000 tested, 7.4% active; AID 1794777
The depositor's hits bear a star. How the source made its calls: active means growth percent below 10; inactive means the rest.

SMILES	MDA-MB-231	MDA-MB-435	MDA-MB-468	SR	MOLT-4	CCRF-CEM	RPMI-8226	K-562
CC[C@@H]1C(=O)OC[C@@H]1Cc1cncn1C	100.2	97.8	95.7	96.6	91.5	91.7	95.9	96.1

Source: PubChem

An excerpt (hit frequency here may not be typical).
